Compound activity deposited in PubChem BioAssay by National Center for Advancing Translational Sciences (NCATS).
BCR signal inh – blocks chronic active B-cell receptor signaling | ABC-DLBCL IkBa-CBG/CBR reporter, luminescence ratio, 4 h | 340,000 compounds, 0.05% hits | AID 493014 | Potency, µM (series often up to 46.1 µM), for inactives: top-dose ratio change, negative = lower green/red ratio, usual class: inhibitors; active means well fitted inhibition curve with a large enough effect in the signal ratio, with a control signal flat, not every such curve was filed as active; inconclusive means small, poorly fitted or top-dose-only effect, or effect the other way, or a change in a side signal; the % refers to the signal ratio;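 further: potency means the concentration at half of the fitted maximal effect; plate controls were basal doxycycline-induced cells for no effect and cells given 10 µM MG132 for full effect; MG132 reads +100%, hits lower the ratio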
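Doxycycline induced both beetle luciferases in TMD8 lymphoma cells; IKK-driven degradation limits the IkappaBalpha-fused green signal, while red luminescence normalises for cell number and nonspecific effects. Compounds tested up to 46 uM, 4 hrs.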
Eya2 phos inh – blocks the phosphatase activity of human Eya2; O00167; recombinant Eya2, OMFP fluorescence dephosphorylation (OMFP is methylfluorescein phosphate); Potency, µM (highest dose often 76.9 µM), inactives show at the highest dose activity, negative = inhibition, most hits filed as inhibitors; 330,000 compounds, 0.006% hits; further: potency means the concentration at half of the fitted maximal effect; on the % scale 0 is the no-effect control and ±100 the full control effect
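Eya2 (0.2 uM) preincubated 10 min at ambient with compound, then OMFP substrate added at 50 uM; 10 min reaction in 50 mM HEPES pH 7.5, 50 mM NaCl, 5 uM MgCl2, 0.05% BSA, 1 mM DTT. Fluorescence read at Ex 485/Em 525 nm.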
Mito fusion yeast – mitochondrial division inhibition or fusion activation; S. cerevisiae fusion-defective mutant growth rescue, CellTiterGlo 48 h; Potency, µM (top dose mostly 46.1 µM), inactives show at the top dose growth rescue (activation), hits mostly activators; 320,000 compounds, 0.23% hits; AID 485298;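 further: potency means the concentration at half of the fitted maximal effect; % of control where 0% means no effect; nearly all actives have a fitted effect of over 45% in size; temperature-sensitive fusion mutants such as fzo1-1 at 37 °C on non-fermentable ethanol glycerol medium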
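Yeast fusion mutant, YPEG (non-fermentable carbon), compound, 48 h at 37C non-permissive; CellTiterGlo added, 10 min RT, luminescence read. Rescued growth = division inhibition.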
ASM inhibitor – human S-ASM enzyme inhibition. P17405. AID 504937. placental ASM, HMU-PC fluorogenic substrate, 60 min. 340,000 compounds, 0.006% hits. Potency, µM (doses to about 57.5 µM), for inactives: top-dose activity change, negative = inhibition, usual class: inhibitors; further: potency means the concentration at half of the fitted maximal effect
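Human placenta-derived ASM preincubated with compound 10 min at room temperature, then reacted with 9 uM (final) fluorogenic HMU-PC substrate for 60 min at 37 C. Stop solution raises pH to 10; fluorescence read at Ex 386/Em 447 nm.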
USP2a block – blocks human ubiquitin-specific protease USP2a. Potency, µM (titrated, usually from 38.3 µM), for the others: at the top dose activity change, negative = inhibition, hits mostly inhibitors. 330,000 compounds, 0.01% hits. O75604. USP2 core, Ub-CHOP2 coupled fluorogenic reporter, 485/531;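 further: potency means the concentration at half of the fitted maximal effect; plate controls were DMSO wells for no effect and full inhibition by NEM control for full effect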
Target sequence (O75604 whole entry, looked up): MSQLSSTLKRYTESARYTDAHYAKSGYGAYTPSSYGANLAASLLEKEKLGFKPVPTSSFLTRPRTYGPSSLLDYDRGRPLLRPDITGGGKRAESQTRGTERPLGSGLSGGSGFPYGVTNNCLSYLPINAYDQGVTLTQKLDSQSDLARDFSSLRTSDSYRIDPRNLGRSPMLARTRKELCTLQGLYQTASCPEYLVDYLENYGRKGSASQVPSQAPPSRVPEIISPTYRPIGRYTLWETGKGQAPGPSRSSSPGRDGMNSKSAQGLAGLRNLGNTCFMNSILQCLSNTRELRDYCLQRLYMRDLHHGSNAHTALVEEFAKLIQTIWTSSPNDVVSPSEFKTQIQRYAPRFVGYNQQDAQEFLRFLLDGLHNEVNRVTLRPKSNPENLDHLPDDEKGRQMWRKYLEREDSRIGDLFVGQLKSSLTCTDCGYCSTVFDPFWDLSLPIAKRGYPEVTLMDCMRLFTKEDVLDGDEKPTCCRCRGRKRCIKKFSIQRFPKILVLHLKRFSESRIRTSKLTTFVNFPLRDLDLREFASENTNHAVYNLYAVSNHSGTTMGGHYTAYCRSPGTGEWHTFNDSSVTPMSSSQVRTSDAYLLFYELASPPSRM
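USP2 core (10nM final) preincubated 30min RT with compound in 20mM Tris-HCl pH 8.0, 2mM CaCl2, 2mM beta-mercaptoethanol, 0.05% CHAPS; 25nM Ub-CHOP2 plus 25nM reporter substrate added, fluorescence (Ex485/Em531) read after 60min.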
MBNL1 CUG block – inhibitors of human MBNL1 binding to CUG repeat RNA; Q9NR56; TR-FRET MBNL1-His/biotin-(CUG)12 binding, 665/545 ratio; Potency, µM (doses to about 57.5 µM), without a hit: at the highest dose activity change, negative = inhibition, hits mostly inhibitors; 280,000 compounds, 0.036% hits; AID 2675; active means well fitted inhibition curve with a large enough effect in the signal ratio, with a control signal flat, not every such curve was filed as active; inconclusive means small, poorly fitted or top-dose-only effect, or effect the other way, or a change in a side signal; inactive means no such curve, though single readings can be large or run the other way; the % refers to the signal ratio; further: potency means the concentration at half of the fitted maximal effect; on the % scale 0 is the no-effect control and ±100 the full control effect
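Compound titration spanned 92 nM–58 uM against the MBNL1-His/biotin-(CUG)12 complex. After 60 min at room temperature with 5 nM streptavidin-XL665 and 0.055 ng/ul terbium anti-His, ratiometric 665/545 nm emission (Ex 340 nm) normalized to controls.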
GALK inhibitor – blocks human galactokinase activity; 270,000 compounds, 0.007% hits; Purified GALK, Kinase-Glo residual ATP luminescence; P51570; Potency, µM (doses to about 57.5 µM), for inactives: at the top dose activity change, negative = inhibition, usual class: inhibitors; AID 1868; further: potency means the concentration at half of the fitted maximal effect; on the % scale 0 is the no-effect control and ±100 the full control effect
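Compounds were pin-transferred into ATP buffer (35 uM final), then GALK plus galactose (5 nM, 100 uM final) was added. After 1 h at room temperature, Kinase-Glo Plus was added and luminescence read after 10 min.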
Menin-MLL TR inh – inhibitors of human menin-MLL interaction, mutant MLL peptide; Menin + Texas Red MLL mutant peptide, fluorescence polarization; Potency, µM (series often up to 61.6 µM), inactives show at the top dose FP activity change, negative = inhibition, most hits filed as inhibitors; 270,000 compounds, 0.23% hits; active means well fitted inhibition curve with a large enough effect in the polarisation, with a control signal flat, not every such curve was filed as active; inconclusive means small, poorly fitted or top-dose-only effect, or effect the other way, or a change in a side signal; inactive means no such curve, though single readings can be large or run the other way; the % refers to the polarisation; further: potency means the concentration at half of the fitted maximal effect; % of control where 0% means no effect; many of its hits are not listed in these tables
TSHR antag – blocks TSH signaling through the human TSH receptor. TSHR-expressing cells, TSH-stimulated cAMP HTRF, 2 h; active compounds read low. activity change, negative = inhibition, % at 11.5 µM. 330,000 compounds, 0.2% hits;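 active means activity change below a set negative limit, meaning inhibition stronger than a set level, cut at about -70% in these data; inconclusive means activity change between two set negative limits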; further: on the % scale 0 is the no-effect control and ±100 the full control effect
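TSHR-expressing cells, 200/well, pre-treated with compound, then stimulated with EC80 TSH (4nM final) for 2 hours at 37 deg C. cAMP measured by competitive HTRF: anti-cAMP cryptate antibody in lysis buffer plus cAMP-d2, read after 30 minutes at room temperature.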
hERG WT inh – KCNH2 (human, wildtype) channel inhibition | Q12809 | 340,000 compounds, 0.37% hits | activity change, % at 1.84 µM | U2OS, BacMam KCNH2, thallium flux FluxOr; active compounds read low;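 active means maximum activity change below -70%; inconclusive means maximum activity change between -70% and -50%; inactive means maximum activity change above -50%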; further: on the % scale 0 is the no-effect control and ±100 the full control effect
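U2OS cells transduced with wild-type KCNH2 virus are loaded with FluxOr dye for 45 min, and thallium flux is measured in kinetic reads before and after stimulation buffer. Rate constants are normalized to DMSO controls.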
PKM2 act – PKM2 (human) enzyme activation. 260,000 compounds, 0.34% hits. purified PKM2, Kinase-Glo ATP luminescence, activation; response scale: 0% is enzyme alone, no compound. P14618. AID 1631. Potency, µM (top dose mostly 57.5 µM), for inactives: at the highest dose activation, actives largely listed as activators; further: potency means the concentration at half of the fitted maximal effect; on the % scale 0 is the no-effect control and ±100 the full control effect; nearly all actives have a fitted effect of over 55% in size
Target sequence (P14618 whole entry, looked up): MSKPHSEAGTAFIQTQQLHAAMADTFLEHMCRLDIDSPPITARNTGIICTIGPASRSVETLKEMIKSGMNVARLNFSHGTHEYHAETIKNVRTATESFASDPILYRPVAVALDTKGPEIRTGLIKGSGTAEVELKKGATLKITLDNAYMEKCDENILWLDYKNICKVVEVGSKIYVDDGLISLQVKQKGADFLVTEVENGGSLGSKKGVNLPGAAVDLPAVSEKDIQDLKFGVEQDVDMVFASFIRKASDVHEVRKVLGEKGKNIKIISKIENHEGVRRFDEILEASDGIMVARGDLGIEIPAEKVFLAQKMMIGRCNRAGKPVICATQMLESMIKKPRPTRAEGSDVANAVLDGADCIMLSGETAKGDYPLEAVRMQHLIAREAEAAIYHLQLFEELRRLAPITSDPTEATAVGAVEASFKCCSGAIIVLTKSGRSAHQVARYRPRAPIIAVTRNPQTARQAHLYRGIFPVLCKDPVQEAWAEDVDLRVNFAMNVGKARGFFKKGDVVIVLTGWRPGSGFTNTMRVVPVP
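Purified hPK-M2 (>95% pure) converted ADP (0.1 mM final) to ATP with 0.5 mM PEP in 50 mM imidazole pH7.2, KCl, MgCl2, Tween 20, BSA; 1 h at room temperature. ATP detected by Kinase-Glo luminescence.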
Numbers without * were called inactive; i = inactive; ? = inconclusive; · = not tested or not shown; [ ] = remark or other dose. Unless noted, the call rests on the fitted dose curve; in most records, active means well fitted curve in the direction sought with a large enough effect; inconclusive means small, poorly fitted or top-dose-only effect, or another doubt; inactive means no such curve, though single readings can be large; an effect the other way counts as inactive or inconclusive.

SMILES	BCR signal inh	Eya2 phos inh	Mito fusion yeast	ASM inhibitor	USP2a block	MBNL1 CUG block	GALK inhibitor	Menin-MLL TR inh	TSHR antag	hERG WT inh	PKM2 act
COc1cc(OC)cc(C(=O)NC(C)CCc2ccccc2)c1 (stereo not drawn)	-12%	3%	-7%	5%	0%	1%	1%	-8%	8	-15	-10%
CCOc1ccc(CN2CCN(Cc3cccc4nonc34)CC2CCO)cc1 (stereo not drawn)	?	6%	-5%	1%	1%	14%	1%	3%	0	-77*	-1%
CCOC(=O)C1CCC2(CC1)C(C#N)=C(N)Oc1n[nH]c(C)c12 (stereo not drawn)	8%	4%	-1%	3%	3%	-5%	0%	4%	3	-1	-16%
CSc1ccc(-c2sc(Nc3ccccc3)n[n+]2-c2ccc(F)cc2)cc1	?	2%	4%	-8%	1%	70%[activator]	·	-17%	26	-20	3%
C/C(=N\NC(=S)NCc1ccccc1)c1ccccc1	?	-2%	8%	-3%	3%	-8%	2%	8%	3	i	2%
Cc1cc(=O)[nH]n(CCO)c1=O	0%	0%	1%	-4%	3%	-10%	1%	·	-2	0	3%
O=C(O)CCn1nnc2ccccc21	-11%	0%	1%	2%	0%	·	1%	·	2	26	-7%
COc1cccc(NC(=O)CSc2ccc(-c3sc(C)nc3C)nn2)c1	0%	-12%	1%	-2%	-1%	137%[activator]	6%	?	1	3	?
CC(=O)Nc1cccc(NC(=O)Nc2cccc(Cl)c2C)c1	-3%	-3%	2%	-1%	1%	-4%	-1%	-18%	1	-13	1%
CCOC(=O)N1CCc2c(sc3nc[nH]c(=O)c23)C1	-3%	1%	-2%	52%[activator]	2%	-7%	6%	·	2	-8	-9%
Cc1ccccc1N1C(=O)CC(c2c[nH]c3ccccc23)C1=O (stereo not drawn)	?	-5%	7%	-1%	1%	2%	-1%	12%	26	-2	9%
O=C1c2ccccc2C(Nc2ccc3nc(-c4cccnc4)[nH]c3c2)N1Cc1ccco1 (stereo not drawn)	?	0%	5%	17%	4%	-5%	0%	2%	9	6	-20%
CCOc1ccc(C(=O)NC2CCN(C(=S)Nc3ccccc3C)CC2)cc1	9%	-2%	2%	4%	4%	-10%	8%	?	-9	-2	5%
Cc1cc(C)c(S(=O)(=O)NCc2ccc3c(c2)cc(C)n3C)c(C)c1	6%	-19%	-3%	-13%	-1%	2%	2%	?	-6	-3	7%
Cc1c(Cl)cccc1NC(=O)CC1SC(=NCC2CCCO2)NC1=O (stereo not drawn)	-13%	-7%	4%	-1%	-1%	-14%	0%	-13%	8	-3	3%

Full records from above. Order of values: BCR signal inh	Eya2 phos inh	Mito fusion yeast	ASM inhibitor	USP2a block	MBNL1 CUG block	GALK inhibitor	Menin-MLL TR inh	TSHR antag	hERG WT inh	PKM2 act
COc1cccc(NC(=O)CSc2ccc(-c3sc(C)nc3C)nn2)c1 is entered as 0%	-12%	1%	-2%	-1%	137%[activator]	6%	?	1	3	?
COc1cc(OC)cc(C(=O)NC(C)CCc2ccccc2)c1 (stereo not drawn) is entered as -12%	3%	-7%	5%	0%	1%	1%	-8%	8	-15	-10%
CCOc1ccc(CN2CCN(Cc3cccc4nonc34)CC2CCO)cc1 (stereo not drawn) is entered as ?	6%	-5%	1%	1%	14%	1%	3%	0	-77*	-1%
O=C(O)CCn1nnc2ccccc21 is entered as -11%	0%	1%	2%	0%	·	1%	·	2	26	-7%

Additional entries
SMILES	BCR signal inh	Eya2 phos inh	Mito fusion yeast	ASM inhibitor	USP2a block	MBNL1 CUG block	GALK inhibitor	Menin-MLL TR inh	TSHR antag	hERG WT inh	PKM2 act
CC(C)(C)c1ccc2c(c1)C(=O)c1ccccc1C2=O	?	-4%	6%	-12%	1%	50%[activator]	0%	8%	-1	1	-19%
Cc1cc(-c2nc3ncccc3o2)ccc1NC(=O)CC(C)C	?	6%	4%	18%	4%	21%	-1%	-6%	-2	-16	?
COc1cc(C(=O)NCc2nnc(SCC(=O)NCc3ccco3)o2)cc(OC)c1OC	-2%	-4%	1%	4%	-1%	-2%	6%	·	14	-3	·
Cc1ccc(NC(=O)c2cccc(S(=O)(=O)N(C)C3CCCCC3)c2)nc1	18%	5%	-13%	-5%	2%	·	·	·	-3	-10	·
CCOC(=O)c1nc(NCc2ccccc2)c2ccccc2n1	-18%	-3%	0%	-1%	0%	10%	0%	-20%	0	1	-1%
CCS(=O)(=O)c1nc(S(=O)(=O)c2ccc(Cl)cc2)c(NCCOC)s1	?	-1%	1%	-2%	-7%	?	0%	?	11	-8	-6%
CC1CCCC(C)N1C(=O)CSc1nnnn1-c1cccc2c1CCCC2 (stereo not drawn)	?	15%	-1%	0%	-6%	-6%	-4%	-13%	9	2	8%
COc1ccc(NC(=S)Nc2ccccc2Cl)cn1	0%	6%	-7%	2%	0%	-3%	0%	-1%	-1	3	13%
O=C(Cc1ccccc1[N+](=O)[O-])NNC(=O)Nc1ccc2c(c1)OCO2	-3%	-2%	0%	-2%	-1%	?	-8%	-6%	-4	3	-3%
Brc1ccc(C2NCCS2)cc1 (stereo not drawn)	1%	6%	-11%	0%	11%	5%	1%	9%	-2	-6	-5%
CC(=O)c1sc(NC(=O)c2cccc(N3C(=O)CCC3=O)c2)nc1-c1ccccc1	?	16%	6%	0%	0%	·	·	·	0	0	·
O=C(NC(=S)N1CCN(c2ccc([N+](=O)[O-])cc2Cl)CC1)c1ccco1	2%	2%	?	-1%	4%	?	-3%	-5%	-11	-29	-3%
CCn1c(C)cc(C=C2C(=O)c3ccccc3C2=O)c1C	?	9%	1%	-20%	-2%	?	-1%	?	0	6	-26%
CCC(=O)N1CCN(c2ccc(NC(=O)c3ccccc3)cc2)CC1	-5%	1%	-5%	-2%	-1%	3%	2%	2%	-15	8	-2%
Cc1ccccc1CSc1nnc(NC(=O)Cc2cccs2)s1	?	-4%	-10%	-5%	2%	8%	-1%	?	-1	-3	6%
CCOC(=O)C1CCCN(Cc2cccs2)C1 (stereo not drawn)	?	13%	0%	0%	2%	-1%	0%	-4%	11	-7	-5%
O=C1CCC(C(=O)OCc2cc(Cl)ccc2OC(F)F)N1 (stereo not drawn)	-1%	6%	-6%	-3%	-1%	-1%	0%	-3%	9	-7	2%
COc1ccc(N2CC(C(=O)NCCc3ccc(Cl)cc3)CC2=O)cc1 (stereo not drawn)	14%	-2%	1%	1%	-1%	-1%	-2%	5%	3	-3	3%
COC(=O)C1=NN[C@H](C(=O)OC(C)(C)C)[C@H]1c1ccccc1	?	-8%	-1%	4%	2%	-14%	·	-1%	-1	-6	0%
O=C(Nc1ccc2oc(-c3ccccc3)nc2c1)c1cc(-n2cnnc2)ccc1Cl	?	-18%	-3%	-11%	0%	0%	2%	41%[activator]	0	·	-21%
Cc1ccc(NC(=O)NCc2nc3ccccc3n2C)cc1	9%	-1%	-27%	4%	1%	-3%	5%	?	8	-5	3%

Quoted at random: two records from the list, in no set order.
SMILES	BCR signal inh	Eya2 phos inh	Mito fusion yeast	ASM inhibitor	USP2a block	MBNL1 CUG block	GALK inhibitor	Menin-MLL TR inh	TSHR antag	hERG WT inh	PKM2 act
CCOC(=O)N1CCc2c(sc3nc[nH]c(=O)c23)C1	-3%	1%	-2%	52%[activator]	2%	-7%	6%	·	2	-8	-9%
COC(=O)C1=NN[C@H](C(=O)OC(C)(C)C)[C@H]1c1ccccc1	?	-8%	-1%	4%	2%	-14%	·	-1%	-1	-6	0%

Quoted from the listing:
Reading of `CC(C)(C)c1ccc2c(c1)C(=O)c1ccccc1C2=O` in GALK inhibitor: 0%
Reading of `CCOc1ccc(CN2CCN(Cc3cccc4nonc34)CC2CCO)cc1` (stereo not drawn) in Menin-MLL TR inh: 3%

This is a subset; rates above refer to the full screens.
